PAFAH1B2 inh = PAFAH1B2 enzyme inhibitors, primary screen, biochemical, fluorescence polarization, human; Platelet-activating factor acetylhydrolase IB subunit alpha2 (Homo sapiens), P68402; recombinant PAFAH1B2, FP-rhodamine activity probe; inhibition, % at 3.39 µM; actives 1.2% (n = 340,000); AID 492953, 2010;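 active = inhibition above the mean of all tested compounds plus 3 SD, cut at about 24% in these data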;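 also: 0% = enzyme with DMSO and 100% = wells lacking PAFAH1B2; many of its hits are not listed in these tables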
Target sequence (P68402 whole entry, looked up): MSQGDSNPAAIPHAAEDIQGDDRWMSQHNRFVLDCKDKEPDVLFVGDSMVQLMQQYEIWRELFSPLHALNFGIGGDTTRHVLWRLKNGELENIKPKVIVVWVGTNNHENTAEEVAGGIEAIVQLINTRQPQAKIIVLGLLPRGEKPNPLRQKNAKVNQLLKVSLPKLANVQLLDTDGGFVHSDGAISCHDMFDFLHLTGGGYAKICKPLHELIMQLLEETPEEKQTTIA
MEX-5 binding = MEX-5 zinc finger RNA-binding disruptors – biochemical, C. elegans, fluorescence polarization, MLPCN library, primary screen. MEX-5/FITC-TCR2 RNA binding; stronger effect = lower value. activity score (negative = inhibition of binding), % at 10 µM. actives 0.38% (n = 300,000). AID 1832, 2009;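 active = inhibition past about -25% in most replicates, and total fluorescence under double the plate's negative control median, limit read from the data; inconclusive = replicates evenly split on the limit, or fluorescence at least double controls; inactive = too little inhibition in most replicates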;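 also: 0% = DMSO and -100% = 5 µM competing unlabeled TCR2 RNA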
Target sequence (Q9XUB2 whole entry, looked up): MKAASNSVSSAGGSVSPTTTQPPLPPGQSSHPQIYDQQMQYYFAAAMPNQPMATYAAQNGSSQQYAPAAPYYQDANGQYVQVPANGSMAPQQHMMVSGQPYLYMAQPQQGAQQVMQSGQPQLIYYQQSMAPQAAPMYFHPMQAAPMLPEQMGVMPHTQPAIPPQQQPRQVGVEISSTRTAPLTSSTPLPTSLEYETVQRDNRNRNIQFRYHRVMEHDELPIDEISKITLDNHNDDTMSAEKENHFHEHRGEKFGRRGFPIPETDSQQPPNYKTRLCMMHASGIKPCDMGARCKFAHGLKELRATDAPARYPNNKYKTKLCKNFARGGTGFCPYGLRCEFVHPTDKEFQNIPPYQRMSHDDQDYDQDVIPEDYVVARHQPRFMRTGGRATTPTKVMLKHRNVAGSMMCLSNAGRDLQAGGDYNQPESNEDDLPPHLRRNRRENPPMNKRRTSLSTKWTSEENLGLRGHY
An asterisk follows results filed as active; u = inconclusive. Not all compounds are listed; the hit share may differ from the screen's.

nr	SMILES	PAFAH1B2 inh	MEX-5 binding
1	COc1cc2c(cc1OC)C(C1(O)CCCCC1)NCC2 (centres undefined)	1.5	-0.9
2	Cc1ccc(Nc2nc(N)c3ccccc3n2)cc1C	1.0	-2.8
3	CCOC(=O)c1c(-c2ccccc2)oc2ccc(OCC(N)=O)cc12	0.2	-0.5
4	CCCN1CCN(CC(=O)Nc2nc3ccccc3s2)CC1	1.2	0.3
5	COc1ccc(C2CC(=O)c3cnc(N)nc3C2)c(OC)c1 (centres undefined)	8.0	2.2
6	O=C1CSC(=S)N1c1cccc(O)c1	3.3	-0.5
7	COc1ccccc1C(=O)Nc1cccc(NC(=O)c2ccccc2C)c1	-0.6	1.5
8	COC(=O)c1ccc(CNC(=O)C2CCC(=O)N(CCc3ccccc3)C2)cc1 (centres undefined)	2.6	1.4
9	CCC(C)NC(=O)CCn1c(=O)c2cccn2c2ccc(F)cc21 (centres undefined)	-0.1	-0.3
10	CCc1ccc(-c2cc(C(=O)O)c3ccccc3n2)s1	-0.3	1.8

The closing 7 entries of the part above are carried over, then new ones follow:
nr	SMILES	PAFAH1B2 inh	MEX-5 binding
4	CCCN1CCN(CC(=O)Nc2nc3ccccc3s2)CC1	1.2	0.3
5	COc1ccc(C2CC(=O)c3cnc(N)nc3C2)c(OC)c1 (centres undefined)	8.0	2.2
6	O=C1CSC(=S)N1c1cccc(O)c1	3.3	-0.5
7	COc1ccccc1C(=O)Nc1cccc(NC(=O)c2ccccc2C)c1	-0.6	1.5
8	COC(=O)c1ccc(CNC(=O)C2CCC(=O)N(CCc3ccccc3)C2)cc1 (centres undefined)	2.6	1.4
9	CCC(C)NC(=O)CCn1c(=O)c2cccn2c2ccc(F)cc21 (centres undefined)	-0.1	-0.3
10	CCc1ccc(-c2cc(C(=O)O)c3ccccc3n2)s1	-0.3	1.8
11	O=S(=O)(NCCC1=CCCCC1)c1cccc2nsnc12	7.1	-1.5
12	CSc1nc(NC(C)=O)nc(C)c1Cl	-1.8	0.3
13	Cc1cc(N2CCN(c3ccccn3)CC2)n2c(nc3ccccc32)c1C#N	-4.7	1.6
14	COc1ccc(C(O)(C(C)C)C(CN2CCOCC2)c2ccccc2)cc1 (centres undefined)	0.2	-0.2
15	COc1cccc(NC(=O)CSc2nnc3ccc(-c4ccccn4)nn23)c1	6.3	-2.3
16	O=c1c(Cl)c(Cl)cnn1Cc1nnc(-c2ccc(Cl)cc2)o1	6.1	-0.4
17	O=C(O)CN1C(=O)/C(=C\c2cc(Br)ccc2OCc2ccc(Cl)cc2)SC1=S	20.5	-4.2
18	Cc1cccc(C(=O)NCC(=O)OCC(=O)c2ccc(Cl)s2)c1	4.4	-2.2
19	CCn1c(CNC(=O)c2cccs2)nnc1SCC(=O)NCCc1ccccc1	4.8	-4.5
20	CC1CC(C)CN(C(=O)/C=C/c2ccc([N+](=O)[O-])s2)C1 (centres undefined)	17.4	-1.5
21	O=C(NCCc1ccccc1)c1ccc(NC(=O)c2cccnc2)cc1	2.0	-0.4
22	CC(C)(C)C(=O)Nc1ccc(-c2nnc3n2CCCCC3)cc1	0.0	1.0
23	COc1cc(O)c2c(=O)c(-c3ccc(O[C@@H]4O[C@H](CO)[C@@H](O)[C@H](O)[C@H]4O)cc3)coc2c1	3.2	-0.2
24	COc1ccc(C(=O)N2CC(=O)Nc3ccc(F)cc3C2c2ccccc2)cc1 (centres undefined)	2.1	1.7
25	O=c1c2c(-c3ccccc3)csc2nc2c3ccccc3c(NCCN3CCOCC3)nn12	-1.2	-0.4
26	O=C(Oc1ccc2ccc(O)cc2c1)c1ccccc1Cl	-0.1	0.2
27	Cc1ccc(-c2nc(C)sc2CC(=O)NCc2ccco2)cc1	5.8	2.8
28	Cc1onc(-c2ccccc2)c1C(=O)N/N=C/c1cc(Br)c(O)c(Br)c1	0.0	-3.5
29	Cc1c(CN2CCC(n3nccc3NC(=O)C3CCOC3)CC2)[nH]c2ccccc12 (centres undefined)	0.0	-1.7
30	O=C(Nc1ccc(CN2CCOCC2)cc1)c1ccc(Cl)cc1Cl	6.6	3.5
31	COc1ccc(C(CCNCc2ccc(N(C)C)cc2)c2ccccc2OC)cc1 (centres undefined)	-3.2	3.8
32	COC(C/C=C/C(=O)COCc1ccccc1)OC	6.4	-1.0
33	CCOc1ccc2c(c1)C(C)=CC(C)(C)N2S(=O)(=O)c1ccc(C)cc1	8.7	1.6
34	CN(CCc1ccccn1)C(=O)c1ccc(OC2CCN(Cc3ccccn3)CC2)cc1	0.6	-1.4
35	COc1ccc(C(=O)N/N=C/C(=O)c2ccccc2)cc1	1.6	0.6
36	O=C(/C=C/c1cn(CC(O)CN2CCCCC2)c2ccccc12)c1ccccc1 (centres undefined)	-0.3	-1.1
37	CC1CN(C(=O)c2cc3cc(F)ccc3[nH]2)CC(C)O1 (centres undefined)	2.2	1.1
38	NC(=O)C1CCN(c2nc(-c3ccccc3)nc3c2oc2ccccc23)CC1	-3.1	2.0
39	CCSc1nc2sc3c(c2c(=O)n1-c1ccccc1)CCN(C(C)C)C3	-0.7	-2.5
40	COc1cccc(OC)c1NC(=O)C1CCCN1C(=O)Nc1ccccc1F (centres undefined)	2.4	0.8
41	CN(Cc1ccccc1)C(=O)c1ccc2c(c1)NC(=O)C(N1CCOCC1)S2 (centres undefined)	3.1	2.1
42	Cc1ccc(C)c(Nc2ccc3nonc3c2[N+](=O)[O-])c1	-0.6	0.8
43	CCCN(CCC)CC(O)Cn1cc(/C=C/C(=O)c2ccccc2)c2ccccc21 (centres undefined)	3.7	-0.4
44	Cc1ccccc1NC(=O)N1C2CCCC1CC(NC(=O)C(C)(C)C)C2 (centres undefined)	-0.5	0.6
45	O=C1C(Cl)=C(N2CCCCC2)C(=O)C(Cl)=C1c1cnc(N2CCCCC2)s1	9.5	-3.9
46	CCCc1c(C(=O)N/N=C/c2ccncc2)nnn1-c1nonc1N	3.4	-0.6
47	CCOc1ccc(NC(=O)CN(C)C(=O)c2ccc(=O)[nH]c2)cc1OCC	-5.6	2.8
48	O=C(OCCN1CCCC1)C1(c2ccccc2)CCCC1	12.0	-0.8
49	O=C(COc1cccc2c1CCNC2=O)Nc1ccc(F)cc1	0.0	0.4
50	CCOc1ccc(C(C(=O)NCC2CCCO2)N(CCc2cccc(C)c2)C(=O)c2snc(C(N)=O)c2N)cc1 (centres undefined)	1.2	0.1
51	CCN(CC)c1nc(Oc2ccc(C(=O)NN)cc2)nc(Oc2ccc(C(=O)NN)cc2)n1	-1.5	-0.6
52	CCOc1ccccc1CN1CCNC(=O)C1CC(=O)NCc1nc(C)cs1 (centres undefined)	-3.0	-2.1
53	CCc1ccc(OC(=O)Nc2ccccc2)cc1	3.4	0.8
54	CC(=O)OCCn1c2nc(=O)[nH]c(=O)c-2nc2cc(C)c(C)cc21	6.5	u
55	CCN(Cc1ccccc1)C(=O)/C=C/c1ccccc1[N+](=O)[O-]	4.8	1.4
56	Cc1ccc(NC(=O)c2cccc(N3C(=O)C4C5C=CC(C5)C4C3=O)c2)cc1C (centres undefined)	0.6	0.4
57	O=C1CSC(c2cccc([N+](=O)[O-])c2)N1CCc1ccccc1 (centres undefined)	5.1	-0.5
58	O=C(O)c1ccc(-c2nc(-c3cccc(C(F)(F)F)c3)cs2)cc1	4.3	1.0
59	COc1ccc2occ(C(=O)c3ccc(N)cc3)c2c1	3.8	1.1
60	CCOC(=O)Cn1c(-c2cccnc2)nc(-c2ccccc2)c1-c1ccccc1	2.6	0.3

Other records.
nr	SMILES	PAFAH1B2 inh	MEX-5 binding
61	Cc1ccc(C)c(S(=O)(=O)NCC(=O)Nc2ccc3c(c2)OCO3)c1	2.2	-1.6
62	COCCn1nnnc1CN(Cc1cccnc1)Cc1cc2cc(OC)ccc2[nH]c1=O	-0.4	0.0
63	Cc1cccc(N2CCN(C(=S)Nc3ccc4nc(N5CCN(C)CC5)cc(C)c4c3)CC2)c1C	-2.5	2.0
64	COc1ccc(Br)cc1S(=O)(=O)N1CCN=C1c1ccccc1	2.5	1.6
65	Cc1cccc(NC(=O)CN(CCc2ccccc2)S(C)(=O)=O)c1	6.2	-1.4
66	CCN(CC)C(=O)c1ccc(CS(=O)(=O)Cc2ccccc2)cc1	-1.8	-1.9
67	Cc1ccc(C(=O)N2CCCCCC2)cc1S(=O)(=O)Nc1ccccc1	13.5	2.8
68	Cc1ccccc1C(=O)Nc1ccc(CN2CCOCC2)cc1	2.6	0.1
69	CC(=O)Oc1ccccc1-c1nc(/C=C/c2ccccc2)no1	2.1	0.2
70	Cc1ccc(C)c(Cn2nc3c4ccccc4n(Cc4ccccc4)cc-3c2=O)c1	2.1	-1.5
71	O=C(CCc1ccccc1)Nc1c(F)c(F)c(F)c(F)c1F	5.6	0.7
72	Oc1c(Cl)cc(Cl)c2cccnc12	1.8	1.1
73	Fc1cc(F)nc(NCc2ccccc2)n1	1.8	-0.7
74	CCCCn1c(=NC(=O)c2cccnc2)c(C(=O)OCC)cc2c(=O)n3ccccc3nc21	1.5	0.9
75	CCc1nnc(N2CCN(c3ncnc4c3oc3ccccc34)CC2)s1	-2.7	2.2
76	O=S(=O)(c1ccccc1F)N(Cc1ccco1)Cc1nnc(-c2ccccc2Br)o1	-6.5	1.9
77	Cc1ccc(-c2nc3ccccc3n3nnnc23)cc1	3.5	-2.9
78	Cn1c(SCC(=O)O)nc2sc3c(c2c1=O)CCC3	3.5	0.0
79	COc1ccc2cc(C(=O)N3CCN(c4cccc(C)c4C)CC3)[nH]c2c1	1.2	-1.9
80	COC(=O)CCC(=O)N1CCC(CCC(=O)NCc2ccc(F)cc2)CC1	3.5	-1.1
81	COc1cc2c(cc1OC)/C(=C/C(=O)c1ccc(OC)c([N+](=O)[O-])c1)NCC2	2.9	-2.0
82	O=C(Cn1ccc([N+](=O)[O-])n1)NCC1CCCO1 (centres undefined)	-2.2	-0.1
83	CCOC(=O)CSc1nc2c(c(=O)n(C)c(=O)n2C)n1CCCc1ccccc1	-5.7	1.6
84	COc1cc(OC)c(OC)cc1/C=C1\CCC/C(=C\c2cc(OC)c(OC)cc2OC)C1=O	2.2	0.6
85	COc1cc2c(cc1OC)/C(=C/C(=O)c1ccccc1F)NCC2	2.0	0.7
86	COC(=O)c1ccccc1S(=O)(=O)N1CCC(NC(=O)C(Cc2cccc(OC)c2OC)NC(C)=O)CC1 (centres undefined)	-2.9	1.5
87	COC(=O)CCCC(=O)N1CCCC(C(=O)c2ccccc2SC)C1 (centres undefined)	4.6	-3.7
88	OCC1(CCc2ccccc2)CCN(Cc2ccc(OC(F)F)cc2)CC1	-3.0	2.1
89	N#Cc1c(-c2ccccc2)cc(C2CC2)nc1SCC(=O)c1cccs1	-1.6	-2.4
90	CC(SCc1ccccc1)C(=O)NCc1ccccn1 (centres undefined)	2.1	-3.2
91	CCC(=O)N1CCN(c2ccc(NC(=S)NC(=O)c3cc4ccccc4o3)cc2)CC1	6.4	3.2
92	Cc1ccc(C#N)c(SCCN2CCCCC2)n1	-3.3	0.1
93	CN1C(=O)c2ccccc2N(C)C1c1ccc(F)cc1 (centres undefined)	4.7	0.1
94	Cc1ccccc1C(=O)NNC(=O)c1ccncc1	-1.8	-2.8
95	CSc1ccc(CNC(=O)C2CCC(=O)N(Cc3cccc(F)c3)C2)cc1 (centres undefined)	8.7	1.6
96	COc1ccccc1OCc1ccc(C(=O)Nc2cc(OC)c(OC)c(OC)c2)o1	4.3	-1.5
97	Cc1ccc(CNc2ccc(O)cc2)cc1	17.7	-1.9
98	COC(=O)/C(C#N)=C/c1c(N2CCN(c3ccccc3)CC2)nc2c(C)cccn2c1=O	5.7	1.8
99	COc1cc(OC)c(NC(=O)N2CCOCC2)cc1Cl	4.8	0.9
100	CCOC(=O)CSc1nnc(-c2c[nH]c3ccccc23)o1	1.5	3.7
101	Clc1ccc(-c2csc(Nc3ccccc3)[n+]2Cc2ccco2)c(Cl)c1	3.4	0.7
102	CCOC(=O)C1=C(N)Oc2ccc3ccccc3c2C1c1ccc(O)c(OC)c1 (centres undefined)	6.1	-0.1
103	CCOC(=O)N1CCC(Nc2ncnc3c2cnn3-c2ccc(Cl)cc2)CC1	5.5	-2.6
104	O=C(CSc1ccc2nnc(-c3ccncc3)n2n1)Nc1nccs1	2.3	-3.4
105	C=CCn1c(=O)c(C(=O)NCc2ccc3c(c2)OCO3)c(O)c2cc(OC)c(OC)cc21	3.3	-3.1
106	OCCOc1ccc(CN2CCN(CCCc3ccccc3)C(CCO)C2)cc1 (centres undefined)	8.6	1.7
107	COc1ccc(S(=O)(=O)N2CCCC2=O)cc1N(C)S(C)(=O)=O	-1.3	-0.3
108	Cc1ccc(S(=O)(=O)c2nc(Nc3ccccc3)sc2Cl)cc1	1.8	-1.3
109	CCOc1ncccc1C(=O)Nc1ccc(C)cn1	5.4	-1.0
110	COc1ccc(CCN2CC(C(=O)NCCc3cccc(F)c3)CCC2=O)cc1 (centres undefined)	-2.4	0.1

Later entries
nr	SMILES	PAFAH1B2 inh	MEX-5 binding
111	COc1ccc(/C=N/Nc2nc(C)cc(=O)[nH]2)cc1OC	1.1	-2.5
112	O=C(C1CCC1)N1CCN(c2ccc(Cl)cc2)CC1	6.8	0.2
113	CCC(C)[C@@H](NC(=O)OC(C)(C)C)c1nnc(S(=O)(=O)Cc2cccc(C)c2)o1 (some centres undefined)	0.6	-0.7
114	CCOc1ccc(OCCn2c(S(=O)(=O)O)nc3c(N)ncnc32)cc1	5.2	0.0

Assay outcomes deposited in PubChem by several laboratories.
